# Source: PubChem (Vanderbilt High Throughput Screening Facility)
# Cav32 inh – human Cav3.2 channel inhibition, primary screen; O95180; Cav3.2-expressing cells, Fluo-4 calcium fluorescence FDSS; stronger effect = lower value; B-score at 10 µM; actives 4% (n = 100,000); AID 449739;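 active = single-dose well whose peak fluorescence ratio is a statistical outlier from its plate by either plate-standardised score or position-corrected B-score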
# Target sequence (O95180 whole entry, looked up): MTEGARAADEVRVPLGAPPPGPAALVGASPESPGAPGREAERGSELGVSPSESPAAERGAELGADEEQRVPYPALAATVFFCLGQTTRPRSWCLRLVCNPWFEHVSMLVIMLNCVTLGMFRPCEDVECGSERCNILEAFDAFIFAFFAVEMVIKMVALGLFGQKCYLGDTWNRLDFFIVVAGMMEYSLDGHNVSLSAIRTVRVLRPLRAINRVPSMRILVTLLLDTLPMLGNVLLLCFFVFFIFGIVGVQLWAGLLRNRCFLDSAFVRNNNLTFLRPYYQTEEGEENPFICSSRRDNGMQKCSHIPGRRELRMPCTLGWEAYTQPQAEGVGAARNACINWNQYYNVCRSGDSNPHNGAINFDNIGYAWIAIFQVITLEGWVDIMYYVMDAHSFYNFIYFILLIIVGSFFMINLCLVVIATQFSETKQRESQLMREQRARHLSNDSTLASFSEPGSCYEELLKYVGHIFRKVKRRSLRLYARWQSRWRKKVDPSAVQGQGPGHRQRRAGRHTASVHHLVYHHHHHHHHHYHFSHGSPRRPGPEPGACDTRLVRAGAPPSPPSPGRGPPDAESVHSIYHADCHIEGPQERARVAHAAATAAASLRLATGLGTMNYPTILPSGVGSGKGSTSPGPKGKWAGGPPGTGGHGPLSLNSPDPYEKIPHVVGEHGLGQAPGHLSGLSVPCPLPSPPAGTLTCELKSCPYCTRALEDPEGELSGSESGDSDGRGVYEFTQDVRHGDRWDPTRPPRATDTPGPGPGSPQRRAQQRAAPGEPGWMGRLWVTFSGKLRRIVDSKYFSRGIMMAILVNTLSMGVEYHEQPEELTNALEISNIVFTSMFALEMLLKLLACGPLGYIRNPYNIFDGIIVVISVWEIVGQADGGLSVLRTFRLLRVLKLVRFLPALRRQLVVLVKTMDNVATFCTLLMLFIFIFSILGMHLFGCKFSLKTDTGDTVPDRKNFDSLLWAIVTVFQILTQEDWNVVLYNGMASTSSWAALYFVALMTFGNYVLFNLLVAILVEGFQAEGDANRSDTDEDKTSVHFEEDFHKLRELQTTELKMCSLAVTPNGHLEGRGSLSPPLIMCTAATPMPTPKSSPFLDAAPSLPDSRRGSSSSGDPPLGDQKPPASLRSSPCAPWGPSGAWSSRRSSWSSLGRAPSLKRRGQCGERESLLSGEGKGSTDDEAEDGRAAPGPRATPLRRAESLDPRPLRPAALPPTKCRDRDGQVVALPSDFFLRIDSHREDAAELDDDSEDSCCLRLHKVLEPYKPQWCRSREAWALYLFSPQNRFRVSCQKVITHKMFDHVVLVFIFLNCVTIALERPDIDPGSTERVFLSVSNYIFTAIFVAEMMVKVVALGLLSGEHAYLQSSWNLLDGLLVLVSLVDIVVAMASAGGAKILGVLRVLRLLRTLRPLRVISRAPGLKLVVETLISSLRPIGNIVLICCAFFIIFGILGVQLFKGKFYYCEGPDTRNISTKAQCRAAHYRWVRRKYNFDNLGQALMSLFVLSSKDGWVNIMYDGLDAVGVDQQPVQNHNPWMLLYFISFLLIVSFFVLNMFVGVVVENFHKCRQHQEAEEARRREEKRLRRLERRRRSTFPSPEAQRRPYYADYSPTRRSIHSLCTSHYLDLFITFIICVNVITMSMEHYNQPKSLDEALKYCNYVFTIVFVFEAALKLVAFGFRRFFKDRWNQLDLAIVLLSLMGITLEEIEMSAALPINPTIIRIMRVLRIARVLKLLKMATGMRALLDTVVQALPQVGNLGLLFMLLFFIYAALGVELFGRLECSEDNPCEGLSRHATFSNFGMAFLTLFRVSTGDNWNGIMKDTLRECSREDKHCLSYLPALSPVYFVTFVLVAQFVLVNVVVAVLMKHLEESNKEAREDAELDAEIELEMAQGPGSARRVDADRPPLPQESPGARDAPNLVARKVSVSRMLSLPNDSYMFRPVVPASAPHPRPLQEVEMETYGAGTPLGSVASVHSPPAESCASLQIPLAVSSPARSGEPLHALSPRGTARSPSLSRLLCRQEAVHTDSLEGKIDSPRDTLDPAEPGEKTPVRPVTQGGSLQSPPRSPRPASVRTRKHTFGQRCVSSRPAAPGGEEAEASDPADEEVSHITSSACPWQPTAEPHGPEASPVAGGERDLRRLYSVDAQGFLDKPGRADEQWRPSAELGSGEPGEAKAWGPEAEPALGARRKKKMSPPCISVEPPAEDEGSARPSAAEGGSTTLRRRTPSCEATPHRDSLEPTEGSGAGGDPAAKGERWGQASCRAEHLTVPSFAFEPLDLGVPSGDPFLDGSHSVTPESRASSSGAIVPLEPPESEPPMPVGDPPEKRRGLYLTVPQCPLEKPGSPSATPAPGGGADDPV
# Starred values were filed as active, the others as inactive.
Cav32 inh	molecule
-1.3	Cc1cc(Cl)ccc1NC(=S)NCCc1ccc(S(N)(=O)=O)cc1
0.7	Cc1cc(C)c2c(n1)sc1c(=O)[nH]c(SCc3ccccc3)nc12
0.39	O=S1(=O)C=C(SCCN2CCCC2)c2ccccc21
0.51	CCc1nc2sc(C)c(C)c2c(=O)n1CCO
-2.1	CSc1nnc(Cc2sc(-c3ccccc3)nc2-c2ccccc2)o1
0.049	O=C(Nc1cccc2c1CCCC2)c1ccco1
-0.19	Cc1cc(C)c(S(=O)(=O)N2CCN=C2c2ccccc2)cc1C
0.98	COc1ccc(S(=O)(=O)N2CCOCC2)cc1C(=O)Nc1nc2ccccc2s1
1.5	Cc1ccc(C(=O)Nc2ccccc2C(=O)NC(CC(=O)O)C(=O)O)cc1 (stereo unspecified)
-0.75	Cc1n[nH]c(C)c1S(=O)(=O)N(CC(=O)Nc1ccc2c(c1)OCCO2)c1ccc(C(C)C)cc1
0.47	C=CCSc1nc(N)c(C#N)c(-c2ccc(C)cc2)c1C#N
1.4	COc1ccc(NC(=O)CSc2nc(N)c(C(=O)Nc3ccc(N(C)C)cc3)s2)cc1
0.025	FC(F)(F)c1ccc(C2[C@H]3CN(Cc4ccc(-c5ccccc5)cc4)[C@H](c4ccccc4)C34CC2(c2ccccc2)C4)cc1 (stereo partly specified)
-0.042	O=C(CN(c1ccccc1)S(=O)(=O)c1ccc(F)cc1)N1CCCCCC1
-0.7	COc1ccc(CC(=O)Nc2cccc(-c3nnc(-c4ccc(C)cc4)o3)c2)cc1OC
-1.6	Cc1cc(NC(=O)c2cc(CC(C)C)on2)n(-c2ccccc2)n1
-2.9	O=C(CSCc1ccc(Br)cc1)Nc1ccc(S(=O)(=O)N2CCCCCC2)cc1
0.21	CCOC(=O)c1c(C)[nH]c(C(=O)CN2CCOCC2)c1C
1.9	O=C1C2C3C=CC(C3)C2C(=O)N1Cc1ccccc1 (stereo unspecified)
-4.9*	FC(F)(F)C(Oc1nc(NC2CCCCC2)nc(N2CCOCC2)n1)C(F)(F)F
-0.54	CCOC(=O)c1[nH]c2ccc(C)cc2c1N=C(C)N(C)C
-7.4*	O=C(CSC1CC(=O)N(CC(c2ccccc2)c2ccccc2)C1=O)Nc1ccc(Cl)cc1 (stereo unspecified)
-2.3	CCCc1cc(C(=O)N(C2CCCCC2)C2CCCCC2)no1
0.67	Cc1nn(CC(=O)Nc2ccc3c(c2)nc(CN2CCCC2)n3C)c(=O)c2ccccc12
0.024	O=C(NCCc1ccc(Cl)cc1)c1cccnc1
1.2	CC(=O)Nc1ccc(-n2nnnc2SCC(=O)N2CCN(C(=O)c3ccco3)CC2)cc1
0.87	Cc1nnc2ccc(N3CCN(C(=O)c4ccccc4)CC3)nn12
0.82	CCOC(=O)c1c(NC(N)=O)sc(C)c1C
-0.66	Cc1noc(C)c1CSc1nc2ccccc2s1
0.04	CCn1c(SCC(=O)NCCc2ccccc2)nnc1-c1ccco1

# Not a retest: three of the compounds above.
Cav32 inh	molecule
0.82	CCOC(=O)c1c(NC(N)=O)sc(C)c1C
-0.66	Cc1noc(C)c1CSc1nc2ccccc2s1
0.04	CCn1c(SCC(=O)NCCc2ccccc2)nnc1-c1ccco1

# Remaining list, next part
Cav32 inh	molecule
-2.8	CCc1ccccc1N(CC)C(=O)CCc1nc(-c2ccc(C)cc2)no1
-0.28	CN1CCN(S(=O)(=O)c2ccc(N3CCN(S(=O)(=O)/C=C/c4ccccc4)CC3)nc2)CC1
-0.32	CCc1ccccc1Nc1nc(N)nc(CSCC(=O)c2cc(C)n(C)c2C)n1
-3.6*	Cc1ccc(NC(=O)CN(c2ccccc2)S(=O)(=O)N(C)C)cc1C
-3	CCCCOc1ccc(C(=O)C(CN2CCOCC2)c2ccccc2)cc1 (stereo unspecified)
1.4	CC(C)(C)C1CCC2(CC1)NC(CO)(CO)CO2 (stereo unspecified)
-3.7	Cn1c(COc2ccc3ccccc3c2)nnc1SCC(=O)OC1CCCCC1
-6.5*	CSc1nc(C)cc(C)c1S(=O)(=O)c1ccccc1C
-1.5	COc1ccc(-c2noc(CCC(=O)NCCN3CCN(c4ccccc4F)CC3)n2)cc1
0.045	CC(C)NC(=O)c1ccccc1NC(=O)CCc1ccccc1
0.55	O=C1c2ccccc2C(O)N1Cc1ccc2c(c1)OCO2 (stereo unspecified)
-0.28	COc1cc(NC(=O)C2CCC(CNc3c(N4CCC(C)CC4)c(=O)c3=O)CC2)cc(OC)c1 (stereo unspecified)
-0.87	CCc1ccc(NC(=O)c2cc(CC(C)C)on2)cc1
0.68	C=C(C)Cn1c(C2CC(=O)N(c3ccccc3F)C2)nc2ccccc21 (stereo unspecified)
0.2	O=C(NNC(=O)c1sccc1-n1cccc1)c1ccccc1
-0.21	Cc1nc2sc(C(c3ccco3)N3CCN(c4ccccc4F)CC3)c(O)n2n1 (stereo unspecified)
-0.029	CN(C(=O)c1ccno1)c1nnc(-c2cccnc2)s1
-0.3	OCCNc1nc(Nc2ccccc2C(F)(F)F)nc(N2CCCC2)n1
0.017	CS(=O)(=O)N(CCc1ccccc1)CC(=O)N1CCN(c2ccccc2F)CC1
0.076	CCOCC(O)CS(=O)Cc1ccccc1 (stereo unspecified)
-1.6	CN(C)c1ccc(NC(=O)CSc2nc3ccccc3c(=O)n2C2CCCCC2)cc1
-5.8*	O=C(NCCC1=CCCCC1)C1CCN(Cc2cnn(-c3ccccc3)c2-n2cccc2)CC1
0.64	COc1ccc(NC(=O)C(c2ccccc2)N(C)C(=O)CNC(C)=O)cc1 (stereo unspecified)
-3.4	Cc1ccc(CC(=O)NC(C)CCc2ccccc2)cc1 (stereo unspecified)
-1.2	CCN(CC)c1nc(Nc2ccccc2)nc(Oc2ccc(C(=O)OC)cc2)n1
-0.022	Cn1c(-c2ccccc2)cnc1SCC(=O)NCc1ccco1
-1.8	CC(=O)c1ccc(NC(=O)/C(=C\c2ccccc2)NC(=O)/C=C/c2ccccc2)cc1
-0.03	c1ccc(-c2csc(N3CCCCCC3)n2)cc1
-0.98	C/C(=C/C=N/Nc1nc(N2CCCCC2)nc(N2CCCCC2)n1)c1ccccc1
-0.012	Cc1ccc2nc(NC(=O)C3CCCN(S(=O)(=O)c4cnc[nH]4)C3)sc2c1 (stereo unspecified)

# Part of the list above in another layout.
> O=C(Nc1cccc2c1CCCC2)c1ccco1
  Cav32 inh: 0.049

> CN1CCN(S(=O)(=O)c2ccc(N3CCN(S(=O)(=O)/C=C/c4ccccc4)CC3)nc2)CC1
  Cav32 inh: -0.28

> O=C1c2ccccc2C(O)N1Cc1ccc2c(c1)OCO2 (stereo unspecified)
  Cav32 inh: 0.55

> CCOC(=O)c1[nH]c2ccc(C)cc2c1N=C(C)N(C)C
  Cav32 inh: -0.54

# Back to the main list with the 5 entries that preceded the break.
Cav32 inh	molecule
-0.022	Cn1c(-c2ccccc2)cnc1SCC(=O)NCc1ccco1
-1.8	CC(=O)c1ccc(NC(=O)/C(=C\c2ccccc2)NC(=O)/C=C/c2ccccc2)cc1
-0.03	c1ccc(-c2csc(N3CCCCCC3)n2)cc1
-0.98	C/C(=C/C=N/Nc1nc(N2CCCCC2)nc(N2CCCCC2)n1)c1ccccc1
-0.012	Cc1ccc2nc(NC(=O)C3CCCN(S(=O)(=O)c4cnc[nH]4)C3)sc2c1 (stereo unspecified)
-0.9	Cc1ccccc1NC(=O)Cn1nc(-c2ccccc2)nc1-c1ccccc1
-1.2	Nc1c(S(=O)(=O)c2cccs2)c2nc3ccccc3nc2n1Cc1ccccc1
-0.3	CCCC(=O)NNc1cc(=O)c2c(=O)n(C)c(=O)n(C)c2[nH]1
-4.4*	CCCn1c(SCC(=O)Nc2ccccc2N2CCCCC2)nc2c1c(=O)n(C)c(=O)n2C
-6.7*	CCCOc1ccc(C(=O)NNC(=S)NC(=O)c2cc(-c3ccc(Cl)cc3)nc3ccccc23)cc1
-0.18	COc1ccnc(Oc2ccc(F)cc2)c1C(=O)N/C=N/OCc1c(Cl)cccc1Cl
-1.1	CCCCn1c(NC(=O)c2ccccc2)nc2ccccc21
-0.65	COc1ccc([C@@H]2C[C@H](c3ccccc3)Oc3cc(C)cc(C)c32)cc1
0.64	O=C1CSC(=S)N1Cc1cccnc1
0.79	CC(=O)NCCc1ccc(O)cc1
-0.041	C/C(=N\NC(=O)c1c(Cl)cnn1C)c1cccc(NC(=O)COc2ccccc2)c1
1.1	Cc1ccc(OC(=O)CCC(=O)Nc2ccc(S(=O)(=O)Nc3cc(C)on3)cc2)cc1
-0.93	O=C(CN1C(=O)CCC1=O)Nc1ccc2c3c(cccc13)CC2
-0.1	CC[C@H](C)[C@H](NC(=O)[C@H](Cc1ccc(O)cc1)NC(=O)[C@@H](N)C(C)C)C(=O)N[C@@H](Cc1cnc[nH]1)C(=O)N1CCC[C@H]1C(=O)N[C@@H](Cc1ccccc1)C(=O)O
0.72	C1=CC2c3ccccc3NC(c3ccncc3)C2C1 (stereo unspecified)
-0.37	O=C(NCc1ccco1)C1CC(c2cc(C(F)(F)F)cc(C(F)(F)F)c2)=NO1 (stereo unspecified)
0.2	CCC(C)n1c(SCC(=O)NCc2ccco2)nnc1-c1cccc(S(=O)(=O)N2CCOCC2)c1 (stereo unspecified)
0.6	CCOc1cccc(SCc2noc(C(=O)NCCOC)c2C(=O)O)c1
-1.1	COc1ccc(/C(O)=C2/C(=O)C(=O)N(CC3CCCO3)C2c2ccc(OC)c(OC)c2)cc1 (stereo unspecified)
0.15	C=CCNC(=O)CCCC(=O)NCC=C
0.021	Cc1c(NC(=O)CSc2nnnn2-c2ccc(O)cc2)c(=O)n(-c2ccccc2)n1C
0.21	COc1ccc(N2C(=O)CC(Sc3ncccc3C(=O)O)C2=O)cc1 (stereo unspecified)
-0.053	COC(=O)CCCC1=CC2=CC(=O)C(C)(OC(=O)CCc3ccccc3)C(=O)C2=CO1 (stereo unspecified)
-1.4	O=C(N/N=C/c1ccc(-c2cccc(C(F)(F)F)c2)o1)c1ccccc1Br
-1.4	CCC(CC)NC(=O)c1ccccc1Oc1ccccc1
-0.1	Cc1cc(Cl)ccc1Oc1nccc(N(C)C)c1C#N
0.012	CCCC(=O)Nc1nc2ccc3nc(C)sc3c2s1
0.57	COc1ccc(OC)c(NC(=O)CNC(=O)Cn2cnc3ccccc3c2=O)c1
0.79	c1ccc(-c2nc(-n3ccnc3)nc(-n3ccnc3)n2)cc1
0.5	CC1(C)Cc2c(ccc3ccccc23)/C(=C/C#N)N1
-1.1	Cc1ccsc1CNn1cnnc1SCc1ccc(Cl)cc1
-1.5	COc1cccc(-c2nn(C)c3sc(C(=O)N4CCN(c5ccccn5)CC4)cc23)c1
-0.62	CC(C)=C1C2CCC1C(C(=O)NCc1ccccc1)C2C(=O)O (stereo unspecified)
-3.3	COCCn1c(-c2ccc(Cl)cc2)cnc1SCC(=O)NCc1cccs1
-3.4*	N#CCCn1nc(-c2ccccc2)cc1-n1c(C(F)(F)F)nc2ccccc21
-2.8	O=C(CNS(=O)(=O)c1ccc(Br)s1)NCC1COc2ccccc2O1 (stereo unspecified)
0.71	COc1cccc(C2=NOC(C(=O)NC(C)C)C2)c1 (stereo unspecified)
-0.52	FC(F)(F)c1nc2nncn2c2c1CCCCC2
0.76	CC(=O)N(CN1C(=O)c2ccccc2C1=O)c1ccccc1
-3.7	O=C(O)c1cscn1
-0.067	COc1ccc(OC)c2sc(N3CCCCC3)nc12
0.068	CC(C)NC(=O)c1ccccc1-c1nc(-c2ccccc2Cl)no1
-1.9	CCOC(=O)c1ccc(NC(=O)CSc2nc3c(c(=O)n2C)SC(C)C3)cc1 (stereo unspecified)
-5.1*	COC(=O)/C(=C\Nc1ccccc1)NC(=O)c1ccc(Cl)cc1Cl
-0.82	Cc1cc(C)n(S(=O)(=O)c2ccc(C)c(C)c2C)n1
0.48	CC(C)C(=O)N1CCN(C2=NS(=O)(=O)c3ccccc32)CC1
0.13	CCOc1ccccc1NC(=O)N1CCCC1C(=O)Nc1ccc(-n2cnnn2)c(C)c1 (stereo unspecified)
-1.8	C=CCn1c(Cc2cccs2)nnc1SC/C=C/c1ccccc1
0.54	Cc1c(N=Cc2ccc(Br)s2)cccc1[N+](=O)[O-]
-0.5	Cc1ccc(NS(=O)(=O)c2cc(C(=O)N3CCOCC3)ccc2C)cc1
0.19	COC(=O)NCC(c1cccnc1)N1CCN(c2ccccc2)CC1 (stereo unspecified)
-0.74	CCCNC(=O)C(=O)Nc1ccc(N(C)C)cc1
0.59	O=C(NC1CCCC1)c1ccc(CSc2nc3ccncc3n2Cc2ccc(F)cc2)cc1
-1.1	COc1cccc2sc(Nc3nc(C)c(C(C)=O)s3)nc12
-0.096	Cc1nc2ccccc2c2oc(C(=O)Nc3ccc4c(c3)OCCO4)cc12
-0.19	CC1CCCN(S(=O)(=O)c2ccc3c(c2)CCN3C(=O)C2CCC2)C1 (stereo unspecified)
-1.2	O=C1C2CCCN2C(c2cccc(F)c2)N1c1cccc(Cl)c1 (stereo unspecified)
-0.95	COc1cc(NS(=O)(=O)c2ccc(N)cc2)nc(OC)n1
0.033	Cc1nc2sc3c(c2c(=O)o1)CCCC3
0.7	Cc1cc(C)cc(Nc2ncc3c(n2)CCCC3=O)c1

# The list continues:
Cav32 inh	molecule
-1.3	CC(=Nc1cccc(O)c1)c1sc2ccccc2c1O
0.39	COc1ccc(C(=O)NC2=C(C#N)CCC2)cc1OC
-3.1*	O=C(c1ccco1)N(CC1CCCO1)c1nc(-c2ccccc2)cs1 (stereo unspecified)
0.51	CCOC(=O)c1ccc(-c2cccc(C(F)(F)F)c2)nc1C
-2.4	CCN(CC)c1nc2ccccc2c(N)c1-c1ccccc1
-0.047	CCOC(=O)C(Cc1ccc(NC(=O)/C(=C/c2ccc(OC(C)=O)cc2)NC(C)=O)cc1)N1C(=O)c2ccccc2C1=O (stereo unspecified)
0.4	CS(=O)(=O)N1Cc2ccccc2CC1C(=O)Nc1ccccc1C(N)=O (stereo unspecified)
-0.36	COc1ccc(N2CCN(C(=O)CCCSc3nc4ccccc4[nH]3)CC2)cc1

# Only part of the results is shown; the hit share may differ from the screen's.
